STAT3 blocker = reduces IL-6 driven STAT3 reporter signal | inhibition, % at 5.5 µM | U3A cells, IL-6 STAT3-luciferase reporter, luminescence; host cell line lacks STAT1 | AID 862 | actives 0.89% (n = 190,000);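 active = inhibition above the mean inhibition across all screened compounds plus 3 SD, cut at about 44% in these data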;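 also: 0% = DMSO only wells and 100% = 100 µM nifuroxazide control wells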
STAT1 activator = increases IFN-gamma driven STAT1 reporter signal | activation (% of control), % at 5.5 µM | NIH 3T3 STAT1-luciferase reporter, luminescence; 100% = IFN-gamma alone, no compound | actives 2.6% (n = 200,000);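 active = activation above the screen-wide mean activation plus 3 SD, cut at about 130% in these data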;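 also: raw ratio to IFN-gamma control signal so 100% means no change and 0% no light; values of inactives mirror those of a sister screen read the other way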
APP 5'UTR act = activates APP 5'UTR luciferase reporter | SH-SY5Y APP 5'UTR luciferase reporter, luminescence; zero percent = DMSO vehicle wells | activation, % at 2 µM | actives 1% (n = 190,000) | AID 1276;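 active = activation above a set limit, based on mean plus 3 SD of controls, cut at about 140% in these data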; also: values of inactives mirror those of a sister screen read the other way
APP 5UTR inh = APP translation inhibition; SH-SY5Y APP 5'UTR-luciferase reporter, luminescence; inhibition, % at 2 µM; actives 0.82% (n = 190,000); AID 1285;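 active = inhibition above a set limit, derived from the sample mean plus 3 SD, cut at about 45% in these data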; also: values of inactives mirror those of a sister screen read the other way
STAT3 act = STAT3 signaling activation. U3A cells, IL-6 STAT3-luciferase reporter, luminescence; 100% = signal with IL-6 EC80 alone. activation (% of control), % at 5.6 µM. actives 0.91% (n = 190,000). AID 871;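 active = activation above the screen-wide mean of compound activation plus 3 SD, cut at about 130% in these data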;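 also: 0% = background luminescence of wells with medium and substrate only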
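Test system: human U3A cells carrying STAT3-luciferase construct; control set: IL-6-only wells as 100% reference; timing: compound pre-incubation 1 h before IL-6, then 6 h stimulation at 37 °C; also added: IL-6 stimulus at 33 ng/mL final; evaluation: % activation versus median of IL-6-stimulated wells; detection: reporter luminescence signal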
Hsp70 activator = Hsp70 transcriptional activation, primary screen; HeLa Hsp70 promoter luciferase reporter, luminescence; scaled: vehicle 0, proteasome-inhibitor control 100%; activation, % at 10 µM; actives 0.04% (n = 200,000); AID 1203;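 active = activation above the mean across all tested compounds plus 3 SD, cutoff set per campaign, cut at about 5.5% in these data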;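 also: 100% = MG132 at 30 µM as the positive control and 0% = DMSO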
NF-kB neuron act = compounds increasing NF-kB expression in human neuronal cells; NF-kB reporter expression; hits give high values; fold change at 12.5 µM; actives 1.6% (n = 190,000); in the data active = fold change above about 3.3
STAT1 blocker = reduces IFN-gamma driven STAT1 reporter signal. NIH 3T3 STAT1-luciferase reporter, luminescence. inhibition, % at 5.5 µM. actives 0.35% (n = 200,000);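 active = inhibition above a set limit, the mean inhibition across all tested compounds plus 3 SD, cut at about 34% in these data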;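 also: 0% = IFN-gamma with DMSO and 100% = IFN-gamma with 300 µM nifuroxazide; values of inactives mirror those of a sister screen read the other way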
FLuc inh counter = counter-screen for luciferase assay inhibitors: firefly luciferase inhibition; inhibition, % at 10 µM; AID 1006; ATPLite firefly luciferase biochemical luminescence, 10 min; actives 1.5% (n = 200,000); P08659;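 active = inhibition above about 50% when tested at 10 µM, limit read from the data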
Target sequence (P08659 whole entry, looked up): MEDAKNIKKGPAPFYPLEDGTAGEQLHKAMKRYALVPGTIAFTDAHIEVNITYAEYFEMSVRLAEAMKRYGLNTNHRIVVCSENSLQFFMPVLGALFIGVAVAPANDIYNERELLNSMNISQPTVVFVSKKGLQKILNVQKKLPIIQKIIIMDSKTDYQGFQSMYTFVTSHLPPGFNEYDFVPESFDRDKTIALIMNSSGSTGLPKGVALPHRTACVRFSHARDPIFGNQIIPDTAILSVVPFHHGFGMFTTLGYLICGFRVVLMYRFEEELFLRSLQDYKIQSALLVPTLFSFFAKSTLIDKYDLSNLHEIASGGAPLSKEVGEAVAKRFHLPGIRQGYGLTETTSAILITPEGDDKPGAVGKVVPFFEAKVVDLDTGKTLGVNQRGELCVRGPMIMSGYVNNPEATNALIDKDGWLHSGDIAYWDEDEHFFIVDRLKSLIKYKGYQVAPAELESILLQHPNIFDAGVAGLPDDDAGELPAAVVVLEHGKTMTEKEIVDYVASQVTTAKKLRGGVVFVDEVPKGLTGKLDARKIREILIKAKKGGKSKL
RAM network inh = yeast RAM network inhibition. S. cerevisiae dse1pr::URA3 reporter, 5-FOA growth OD615, 2 d; analog-sensitive cbk1-as2 kinase mutant strain. inhibition, % at 50 µM. actives 1.8% (n = 190,000). AID 868;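 active = inhibition above a set limit, 3 SD over mean compound inhibition, cut at about 8.4% in these data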;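 also: 0% = DMSO-only wells with no growth and 100% = 10 µM 1-NA-PP1 full growth; inhibition rescues growth on 5-FOA so higher OD means more RAM inhibition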
* hit, by the source's call; . = no result given.

SMILES | STAT3 blocker | STAT1 activator | APP 5'UTR act | APP 5UTR inh | STAT3 act | Hsp70 activator | NF-kB neuron act | STAT1 blocker | FLuc inh counter | RAM network inh
CCO[C@H]1OC(C(=O)N2CCOCC2)=C[C@@H](C)[C@@H]1CCCO | . | 102.3 | 10.7 | -10.7 | . | 0.3 | 1.12 | -0.9 | -2.8 | 1.0
COc1cc(/C=C2\C(=O)ON=C2c2ccccc2)cc(Cl)c1O | 10.5 | 98.0 | 10.7 | -10.7 | 95.1 | 0.3 | 1.28 | -1.2 | -0.1 | -1.2
COc1ccc(C(=O)NNC(=O)c2cccc(F)c2)cc1 | -8.0 | 120.4 | 3.7 | -3.7 | 108.0 | 0.6 | 1.2 | -23.2 | 1.2 | -1.0
Cc1cc2ncn(S(=O)(=O)N3CCOCC3)c2cc1C | 1.1 | 107.6 | -9.2 | 9.3 | 100.9 | -0.3 | 0.99 | -0.7 | -6.4 | 3.3
Clc1ccc(Cc2noc(Cc3ccccc3)n2)cc1Cl | 3.9 | 93.5 | 10.7 | -10.7 | 99.9 | -0.3 | 0.77 | 6.7 | -3.3 | -0.3
O=C1C(C2=NC(C(=O)O)C3C(=O)N(c4ccc(Cl)cc4)C(=O)C23)=C(O)c2ccccc21 (stereo not drawn) | 2.9 | 97.9 | 5.4 | -5.4 | 104.2 | -0.2 | 1.12 | 2.3 | 43.0 | 0.3
CNC(=O)N(O)C1N(NC(=O)Nc2ccccc2)C(=S)SC1(C)C (stereo not drawn) | -5.8 | 92.9 | -6.0 | 6.0 | 109.6 | -0.3 | . | 7.7 | . | .
CCOC(=O)C1=C(O)/C(=C\c2sccc2C)N=C1C | -7.7 | 106.9 | -5.5 | 5.5 | 106.5 | -0.1 | 1.03 | -7.9 | 10.0 | 0.8
Fc1cccc(-c2cc3nc4c(c(N5CCC6(CC5)OCCO6)n3n2)CCCC4)c1 | 1.1 | 107.1 | 23.4 | -23.4 | 102.8 | -0.2 | 0.42 | -9.5 | 1.0 | -0.6
CCCCC(=O)Nc1cccc(-c2cn3ccsc3n2)c1 | 7.5 | 110.2 | 22.4 | -22.4 | 102.1 | -0.3 | 1.85 | -11.2 | 28.7 | -1.0
N#CC1=C(Nc2ccc(Br)cc2)CCC1 | 13.1 | 92.6 | 10.9 | -10.9 | 93.0 | -0.1 | 1.15 | 8.1 | 0.4 | 0.7
Cc1cc(/C=C(/C#N)c2nc3ccccc3[nH]2)c(C)n1-c1cccc([N+](=O)[O-])c1 | 16.7 | 102.4 | 21.6 | -21.6 | 91.2 | -0.6 | 0.56 | -2.6 | 9.0 | 5.0
O=C(NC1CC1)c1ccc(S(=O)(=O)NC2CCCCCC2)cc1 | 17.3 | 89.5 | -6.9 | 6.9 | 89.3 | 0.7 | 0.86 | 11.4 | -7.0 | 2.7
Cc1ccc(C(=O)NCCc2nc3ccccc3[nH]2)cc1[N+](=O)[O-] | -5.0 | 101.1 | 13.6 | -13.6 | 102.0 | -0.1 | 0.52 | -1.3 | -7.8 | 1.7
CC(C)(C)c1cc(=O)n(-c2ccccc2)[nH]1 | -6.7 | 86.3 | -5.3 | 5.3 | 106.7 | -0.5 | 0.92 | 14.3 | -2.7 | 0.4
CCCOc1ccc(Cl)cc1CN1CCOCC1 | 8.2 | 102.7 | -21.6 | 21.6 | 93.2 | -0.2 | 0.99 | -1.9 | -4.9 | 0.5
CSc1nc(C)cc(NC(N)=O)n1 | 4.8 | 99.1 | -1.5 | 1.6 | 97.2 | -0.1 | 1.09 | 5.1 | -1.5 | 1.6
CC1(C)CC(=O)C/C(=N\NC(=O)c2cccs2)C1 | 9.7 | 101.2 | 17.6 | -17.6 | 94.8 | -0.4 | 1.22 | -1.4 | -2.4 | 0.8
Cc1ccc(N2C(=O)CC(N(CCc3ccccc3)C(=S)Nc3ccc(N(C)C)cc3)C2=O)cc1 (stereo not drawn) | -5.5 | 106.4 | 10.8 | -10.8 | 113.7 | 0.0 | 1.13 | -7.1 | -4.7 | 1.7
COc1ccccc1C(=O)Nc1nc2nc(-c3ccccc3)cc(=O)n2[nH]1 | -3.4 | 100.6 | -10.1 | 10.1 | 104.1 | 0.1 | 1.02 | -0.6 | 8.8 | 1.8
CCOC(=O)C1(Cc2ccccc2)CCCN(CCCn2cccn2)C1 (stereo not drawn) | -2.4 | 94.0 | -6.6 | 6.6 | 104.1 | 0.0 | 1.53 | 4.7 | -6.8 | 1.2
Cc1sc2nc(C(C)C)nc(SCC(=O)N3c4ccccc4CC3C)c2c1C (stereo not drawn) | 2.3 | 95.7 | -9.5 | 9.5 | 96.0 | -0.2 | 0.85 | 4.9 | -6.7 | 4.1
Cc1cc(N2C(=O)C(=O)/C(=C(/O)c3ccccc3)C2c2cccs2)no1 (stereo not drawn) | 8.3 | 97.8 | 0.1 | -0.1 | 94.5 | -0.3 | 1.13 | 2.5 | -5.8 | 2.1
COc1ccccc1NC(=O)NC(=O)N(C(C)C)S(C)(=O)=O | 16.1 | 99.2 | 3.3 | -3.3 | 90.0 | -0.1 | 1.34 | 0.9 | -3.4 | 0.1
CCCCC(=O)Nc1ccc(C(=O)Nc2cc(C(F)(F)F)ccc2Cl)cc1 | 19.8 | 96.2 | -1.8 | 1.8 | 85.7 | -0.6 | 1.26 | 4.2 | -3.0 | 2.9
COc1ccc(C2=NOC(C(=O)Nc3cccnc3)C2)cc1 (stereo not drawn) | 2.6 | 98.0 | -10.1 | 10.1 | 99.1 | -0.3 | 1.03 | 2.2 | -2.2 | 0.1
CC(C)Cn1c(=O)c2ccccc2c2ccccc2c1=O | 0.7 | 98.3 | 17.3 | -17.3 | 102.0 | 0.0 | 0.98 | 4.7 | 2.5 | 1.4
CCN(CC)Cc1c(C(=O)OC)nnn1-c1nonc1N | 2.0 | 104.5 | -11.4 | 11.4 | 98.4 | -0.2 | 1.13 | 1.5 | -6.2 | 0.7
Nc1nc2ccccc2n1C(=O)c1cccs1 | 38.0 | 112.6 | 79.7 | -79.7 | 71.1 | 0.1 | 4.68* | -11.5 | 69.4* | 1.9
CCOC(=O)CCNC(=O)Nc1ccc2nc(C)n(Cc3ccccc3Cl)c(=O)c2c1 | 19.6 | 92.8 | 5.9 | -5.9 | 85.8 | -0.5 | 1.01 | 7.8 | -2.0 | 0.7
C/C(=N/NC(=O)c1ccccc1O)c1ccc(N2C(=O)C3CCCCC3C2=O)cc1 (stereo not drawn) | -4.7 | 97.1 | 7.2 | -7.2 | 109.1 | -0.1 | 1.2 | 3.2 | 0.3 | 1.5
CC(C)[C@H](NC(=O)c1ccco1)C(=O)OCC(=O)Nc1cccc(F)c1 | 6.1 | 98.6 | -14.6 | 14.6 | 98.8 | -0.1 | 1.21 | 1.4 | -5.7 | 1.9
COc1cccc(-c2nn(C)c3sc(C(=O)NCc4ccc(C)o4)cc23)c1 | 2.5 | 83.4 | 7.3 | -7.3 | 103.4 | -0.3 | 0.59 | 18.2 | 7.4 | 10.6*
COc1ccccc1NC(=O)c1ccc(NC(=O)COC(=O)C2(C)CC2(Cl)Cl)cc1 (stereo not drawn) | 1.3 | 100.2 | 6.8 | -6.8 | 96.9 | -0.1 | 0.45 | -0.2 | -1.1 | 4.7
Cc1ccc(-c2n[nH]c(=O)c3ccccc23)cc1S(=O)(=O)NCCN1CCOCC1 | 6.4 | 101.9 | 7.4 | -7.4 | 96.6 | 0.0 | 1.26 | -2.1 | -6.7 | 0.3
COc1ccc2nc(/N=C(\N)NC(=O)Nc3ccccc3)nc(C)c2c1 | -2.6 | 104.0 | 14.6 | -14.6 | 100.0 | -0.3 | 0.54 | -4.5 | 1.7 | 3.5
COc1ccc(NC(=O)COC(=O)[C@@H]2CCCN2C(=O)c2cccs2)c(OC)c1 | -1.2 | 100.6 | -11.4 | 11.4 | 101.2 | -0.4 | 1.25 | -0.6 | -8.6 | 1.7
CCCNc1cc(C)oc(=O)c1C(=O)CCC | 1.1 | 93.9 | 0.3 | -0.3 | 104.1 | 0.0 | 0.88 | 6.6 | -4.7 | -0.1
CCOC(=O)c1ccc(NC(=O)CNC(=O)C23CC4CC(CC(C4)C2)C3)cc1 | 4.6 | 92.5 | 2.7 | -2.7 | 100.0 | -0.3 | 1.12 | 8.2 | -5.5 | 2.8
Cc1cccc(-n2c(C)cc(C)c(C#N)c2=O)c1 | 2.5 | 98.5 | 12.9 | -12.9 | 99.8 | -0.1 | 1.09 | 0.0 | -10.0 | 2.4
CC(C)N(Cc1nc(COc2ccccc2)no1)Cc1nccn1C | 12.4 | 95.1 | 2.9 | -2.9 | 99.0 | 0.0 | 0.95 | 4.4 | -7.7 | 1.9
O=C(COC(=O)c1cc(-c2cccs2)nn1-c1ccccc1)Nc1ccc(F)c([N+](=O)[O-])c1 | -0.5 | 96.6 | -1.9 | 1.9 | 103.6 | 0.0 | 1.19 | 3.8 | -7.1 | 2.9
COc1cc(NC(=S)NC(=O)CC(C)C)ccc1NC(=O)c1cc2ccccc2o1 | -2.8 | 98.8 | 15.8 | -15.8 | 104.7 | -0.1 | 1.02 | 1.3 | -7.5 | 4.7
COc1ccccc1OCCn1c(CO)nc2ccccc21 | 17.8 | 94.1 | 3.4 | -3.4 | 91.0 | -0.4 | 1.15 | 6.5 | 0.2 | -0.1
C/C(Cn1nnc2ccccc21)=N\OC(=O)c1cc(F)c(F)cc1Cl | 1.6 | 102.3 | 4.6 | -4.6 | 105.1 | 0.4 | 0.96 | -3.5 | -4.8 | 0.2

Reformatted in markdown: two of the compounds above
| SMILES | STAT3 blocker | STAT1 activator | APP 5'UTR act | APP 5UTR inh | STAT3 act | Hsp70 activator | NF-kB neuron act | STAT1 blocker | FLuc inh counter | RAM network inh |
| --- | --- | --- | --- | --- | --- | --- | --- | --- | --- | --- |
| Cc1ccc(-c2n[nH]c(=O)c3ccccc23)cc1S(=O)(=O)NCCN1CCOCC1 | 6.4 | 101.9 | 7.4 | -7.4 | 96.6 | 0.0 | 1.26 | -2.1 | -6.7 | 0.3 |
| COc1ccc2nc(/N=C(\N)NC(=O)Nc3ccccc3)nc(C)c2c1 | -2.6 | 104.0 | 14.6 | -14.6 | 100.0 | -0.3 | 0.54 | -4.5 | 1.7 | 3.5 |

(continued)
SMILES | STAT3 blocker | STAT1 activator | APP 5'UTR act | APP 5UTR inh | STAT3 act | Hsp70 activator | NF-kB neuron act | STAT1 blocker | FLuc inh counter | RAM network inh
COc1ccccc1NC(=S)N(Cc1ccc(C(=O)O)cc1)Cc1ccc(OC)c(OC)c1 | 3.8 | 100.6 | -9.9 | 9.9 | 98.7 | -0.1 | 1.14 | -1.1 | 2.6 | 1.2
CCNC(=O)CSc1nc2ccccc2c(=O)n1-c1cc(OC)ccc1OC | 3.7 | 102.5 | -1.8 | 1.8 | 101.9 | -0.2 | 1.17 | -2.7 | -10.4 | 0.9
CCOC(=O)c1ccc(N2C(=O)C(C)=C(C)C2=O)cc1 | 18.2 | 109.5 | -7.7 | 7.7 | 89.1 | -0.4 | 1.15 | -10.4 | -2.4 | 0.6
CCOc1ccccc1NC(=S)NCCCn1ccnc1 | 12.7 | 105.1 | -21.9 | 21.9 | 91.5 | 0.0 | 1.1 | -5.7 | -2.9 | 0.5
CC1CC(=O)C=C(O)C1C(=O)OC(C)(C)C (stereo not drawn) | -1.1 | 100.5 | 20.9 | -20.9 | 102.5 | 0.1 | 1.1 | -0.5 | -19.9 | 1.4
